# 14-3-3 Bad inh: disrupts binding of bovine 14-3-3 zeta to phospho-Bad peptide; TR-FRET 14-3-3zeta/Dy647-pBad peptide displacement, 1 h; AID 781; actives 0.71% (n = 220,000); inhibition, % at 21.7 µM;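 active = inhibition above about 70%, limit read from the data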;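 note: 0% = full 14-3-3 plus peptide FRET controls and 100% = background without 14-3-3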
# NPY-Y1 PAM-ag: potentiators or agonists of human neuropeptide Y receptor Y1. P25929. NPY-Y1 expressing cells, potentiator/agonist activation. activation, % at 3.6 µM. actives 0.37% (n = 220,000). AID 1304; in the data active = activation above about 33%, passing the limit was not always enough;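 note: cells stimulated with NPY at EC10 then isoproterenol at EC100; 0% = low agonist plus stimulus and 100% = saturating agonist plus stimulus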
# Target sequence (P25929 whole entry, looked up): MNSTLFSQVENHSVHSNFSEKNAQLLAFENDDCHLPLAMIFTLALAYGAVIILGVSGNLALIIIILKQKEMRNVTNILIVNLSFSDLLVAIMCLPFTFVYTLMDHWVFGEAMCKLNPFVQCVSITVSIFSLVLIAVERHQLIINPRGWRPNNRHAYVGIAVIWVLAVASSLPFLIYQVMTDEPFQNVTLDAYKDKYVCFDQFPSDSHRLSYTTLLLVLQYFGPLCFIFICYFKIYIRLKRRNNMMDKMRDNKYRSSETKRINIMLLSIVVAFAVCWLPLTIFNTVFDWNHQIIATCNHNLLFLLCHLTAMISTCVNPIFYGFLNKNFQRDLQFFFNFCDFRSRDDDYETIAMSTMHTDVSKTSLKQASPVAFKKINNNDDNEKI
# NPY-Y1 antag: NPY-Y1 (human) receptor antagonism; HEK293-CNG Y1 cells, membrane potential fluorescence; NPY at EC95, then isoproterenol; inhibition, % at 3.6 µM; actives 1% (n = 200,000); AID 1040;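 active = inhibition above the campaign mean inhibition of all tested compounds plus 3 SD, cut at about 20% in these data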;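 note: 0% = DMSO wells given NPY plus isoproterenol and 100% = isoproterenol alone without NPY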
#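 System: HEK293 cells with Y1 receptor plus CNG channel / Probe or stimulus: NPY 25 nM then isoproterenol 1 µM plus Ro 20-1724 25 µM / Compound: one concentration, 3.6 µM, in 0.4% DMSO / Schedule: compound incubation 1 h at room temperature, readout 45 min post-stimulation / Measured by: membrane potential fluorescence / Read-out: % inhibition of NPY effect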
# EP2 mod: modulators of human EP2 prostaglandin E2 receptor. P43116. AID 940. induction, % at 25 µM. EP2-expressing cells, cAMP HTRF FRET, PGE2 co-stimulation. actives 0.83% (n = 260,000);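 active = compounds whose cAMP rise, as percent of the full-agonist control response, exceeds 60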;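 note: rat C6 glioma line stably carrying human EP2 under a CMV promoter; the protocol text gives 20 µM as final concentration; 100% = response of wells given 1 µM PGE2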
# TRPML3 ag: activates the human TRPML3 channel; actives 0.29% (n = 220,000); activation, % at 3 µM; HEK293 TRPML3-YFP, Fluo-8 calcium fluorescence; 100% = the carbachol control signal;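 active = activation above its plate's cutoff, the mean activation of the plate's test wells plus 3 SD, cut at about 12% in these data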;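 note: 0% = DMSO only wells and 100% = carbachol wells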
# Target sequence (Q8TDD5 whole entry, looked up): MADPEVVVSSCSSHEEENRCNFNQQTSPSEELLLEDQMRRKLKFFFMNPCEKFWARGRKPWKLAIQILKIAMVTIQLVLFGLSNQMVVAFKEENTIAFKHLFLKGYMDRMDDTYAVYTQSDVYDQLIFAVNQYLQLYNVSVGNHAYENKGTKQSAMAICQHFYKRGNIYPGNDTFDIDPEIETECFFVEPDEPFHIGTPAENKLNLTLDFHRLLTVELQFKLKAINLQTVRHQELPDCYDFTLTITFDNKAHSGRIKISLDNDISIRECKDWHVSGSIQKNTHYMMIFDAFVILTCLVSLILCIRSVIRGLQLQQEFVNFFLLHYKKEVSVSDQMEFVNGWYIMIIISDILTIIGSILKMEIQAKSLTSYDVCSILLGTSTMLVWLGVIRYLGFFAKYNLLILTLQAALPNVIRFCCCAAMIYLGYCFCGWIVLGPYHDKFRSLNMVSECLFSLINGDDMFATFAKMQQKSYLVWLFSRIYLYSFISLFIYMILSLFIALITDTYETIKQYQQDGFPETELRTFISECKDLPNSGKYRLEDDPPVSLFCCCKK
#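 Material: HEK293 cells stably carrying human TRPML3-YFP; compound dosing: single dose, 3 µM final nominal compound, 0.3% DMSO final; incubation: 1-h 37 °C dye load, 5-s basal, 120-s post-compound reads; technique: Fluo-8 intracellular calcium fluorescence, excitation 470-495 nm, emission 515-575 nm; read-out basis: percent activation from peak-to-basal fluorescence ratio, scaled between DMSO and carbachol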
# PPC-1+TRAIL kill: PPC-1 cancer cell killing with TRAIL present. AID 1443. PPC-1 cells + TRAIL, ATPLite viability luminescence. cell killing (% activity), % at 4 µM. actives 0.41% (n = 220,000);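 active = cell killing above 50% in the first pass at 4 µM, then a duplicate retest at 5 µM averaging 50% or more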;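 note: plate controls were cells with TRAIL plus DMSO for no effect and medium-only wells lacking cells for full effect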
# CHOP inhibitor: CHOP inhibition in unfolded protein response | CHO-K1 CHOP-promoter luciferase, tunicamycin-induced, 15-18 h | inhibition, % at 10 µM | actives 3.8% (n = 220,000);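 active = compounds that reduced the stress-induced luciferase reporter signal by more than about 70% of percent inhibition, limit read from the data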;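 note: 0% = tunicamycin plus vehicle and 100% = wells without tunicamycin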
# PGE2 EP2 inh: EP2 receptor (human) inhibition. P43116. C6 glioma cells expressing human EP2, cAMP TR-FRET; cells stimulated with saturating PGE2. inhibition, % at 25 µM. actives 0.52% (n = 260,000). AID 1422;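 active = percent inhibition above 40 after rounding to a whole number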;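 note: rat C6 glioma host cells with rolipram phosphodiesterase inhibitor present; the protocol text gives 20 µM as final concentration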
# zfTRPN1 agonist: agonists of zebrafish TRPN1 channel. actives 0.18% (n = 220,000). HEK293 zebrafish TRPN1-YFP, Fluo-8 calcium fluorescence; 100% = response to 87 µM carbachol. activation, % at 3 µM. AID 1424;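 active = activation above its plate's cutoff, the mean activation of test wells on that plate plus 3 SD, cut at about 19% in these data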;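 note: 0% = DMSO alone and 100% = 87 µM carbachol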
#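 Material – zebrafish TRPN1-YFP in HEK293 cells · Doses – 3 µM single point · Schedule – dye 1 h 37 °C plus 30 min RT · Signal – Fluo-8 calcium fluorescence, excitation 470-495 nm, emission 515-575 nm · Read-out – % activation versus carbachol response · Control set – carbachol high, DMSO low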
# Starred values were filed as active, the others as inactive; x = not tested or not shown; & = joins results of further samples; [ ] = remark or other dose. Some of the compounds tested; count on the stated rates, not on these rows.
SMILES,14-3-3 Bad inh,NPY-Y1 PAM-ag,NPY-Y1 antag,EP2 mod,TRPML3 ag,PPC-1+TRAIL kill,CHOP inhibitor,PGE2 EP2 inh,zfTRPN1 agonist
O=c1[nH]c(=S)n(C2CC2)c(O)c1C=NCc1ccc(F)cc1,8.7,-18.8,x,-63.2,1.0,1.5,29.5,7.8,0.9
CN(C)CC1CSCCC1(O)c1ccc(Cl)cc1 (configuration not stated),0.4,-0.8,2.8,13.7,0.4,-6.9,36.7,21.3,-1.0
CCOc1cc(C=C2C(=O)NC(=O)NC2=O)ccc1OS(=O)(=O)c1ccccc1,22.9,-19.5,0.6,19.5,0.8,-12.7,11.4,12.4,-0.8
C/C(=N\N1CCCCC1c1cccnc1)c1c(O)n(C2CCCCC2)c(=S)[nH]c1=O (configuration not stated),3.6,-26.9,12.9,16.1,-0.3,5.4,30.5,6.1,-1.7
O=c1c2ccccc2nc(-c2ccccc2)n1-c1ccncc1,1.1,15.5,3.0,11.5,0.4,-2.9,-43.4,7.3,0.9
CC(C)CCP(=O)(O)c1ccccc1,5.4[fluorescence artefact?],-6.3,6.3,15.5,1.1,23.7,6.8,7.3,0.0
O=C(NCCN1CCOCC1)c1ccc(Cl)nc1,-2.1,-5.3,x,20.7,0.6,9.6,14.4,1.7,0.1
CC(=O)Cc1c[nH]c2ccccc12,-6.0,5.5,x,1.3,0.9,-4.1,9.3,13.7,-0.1
C=CCNC(=O)c1c(N)n(CCN2CCOCC2)c2nc3ccccc3nc12,45.1,10.3,-3.1,-3.9,0.6,3.3,29.8,8.6,1.3
O=c1[nH]c(=S)[nH]c(O)c1N=Nc1ccc(S(=O)(=O)N2CCc3ccccc32)cc1,-2.1,3.5,-1.8,-45.0,-0.7,12.7,36.7,5.8,-2.9
COc1cc(C2SCC(=O)Nc3c2c(=O)[nH]n3C2CCCCCC2)cc(OC)c1OC (configuration not stated),1.9,-7.8,0.3,0.7,-0.2,-24.1,10.8,2.0,0.5
COc1cccc(-n2c(O)c(C=Nc3c(C)n(C)n(-c4ccccc4)c3=O)c(=O)[nH]c2=O)c1,3.0,5.3,-5.1,32.6,0.5,21.3,-24.3,4.3,1.1
O=C(Cn1ncc2c3ccccc3n(Cc3ccccc3)c2c1=O)N1CCC2(CC1)OCCO2,-5.2,13.9,-4.8,10.6,0.3,20.6,8.0,-1.9,2.5
COc1ccc(CC2(CCc3ccccn3)C(=O)NC(=O)N(c3ccccc3C)C2=O)cc1OC (configuration not stated),-3.5,4.6,1.4,24.3,0.5,x,8.8,-0.3,0.3
CC(C(=O)O)N(C(=O)c1ccccc1)c1ccc(F)c(Cl)c1 (configuration not stated),-4.7,20.3,-1.1,8.1,0.7,8.5,26.8,7.7,-0.9
CC1(C)N=C(c2ccccc2)[C@@H]2C(c3ccc([N+](=O)[O-])cc3)N21 (some centres not stated),-3.9[fluorescence artefact?],20.7,4.2,-12.0,1.3,9.4,32.5,4.0,2.5
COc1ccc(NC(=O)c2cc([N+](=O)[O-])ccc2N2CCNCC2)cc1,0.9,-11.4,0.3,-10.7,0.7,6.5,-1.6,6.9,-0.5
CCOC(=O)C1=C(N)Oc2c(c(=O)oc3ccccc23)C12C(=O)N(C)c1ccccc12 (configuration not stated),33.5,-7.2,-1.0,1.7,1.1,-4.2,13.8,10.6,2.1
CC[C@@]1(O)C(=O)OCc2c1cc1n(c2=O)Cc2cc3ccccc3nc2-1,2.6,-5.5,x,-1.2&-13.4&-5.4,0.7,48.7,-27.3&6.5,5.6&11.1&11.3,1.2
CC12CN3CN(C1)CC(C)(C3)C2=NO,-9.1,3.8,0.2,19.5,0.7,11.6,14.8,4.2,-0.8
CC(CO)(CO)N=Cc1c(O)n(-c2cccc3ccccc23)c(=O)[nH]c1=O,-6.0[fluorescence artefact?],-10.2,3.0,4.8,1.1,1.3,6.5,18.2,1.4
COc1ccccc1CCNCc1cc2c(cc1[N+](=O)[O-])OCO2,58.4,20.6,5.0,-8.9,-0.1,8.6,-17.8,9.9,-0.9
CCc1ccc2c(CN3CC=C(c4ccccc4)CC3)cc(=O)oc2c1,4.5,-28.3,2.4,6.2,0.4,21.9,10.5,11.8,0.2
CN1CCN(c2nc3ccccc3o2)CC1,1.1,-2.0,x,10.8,0.6,10.9,-5.2,4.7,2.0
CCC(=NC1CC1)c1c(O)n(-c2ccc(OC)cc2)c(=O)[nH]c1=O,-3.8,-10.7,-0.2,9.2,0.5,23.9,2.5,13.2,-0.2
Cn1ccnc1P(=S)(c1nccn1C)N1CCOCC1,3.2,16.7,3.0,5.9,0.7,7.6[5 µM],14.2,8.5,0.7
COc1ccc(C2NCc3ccc4c(c3-n3cccc32)OCO4)cc1OC (configuration not stated),7.9,-49.7,8.5,-10.6,3.0,15.4,32.5,12.4,3.0
Cc1ccsc1C(=O)C1CCCN(Cc2cccn2-c2ccccn2)C1 (configuration not stated),-11.2,-35.6,28.6*,-9.6,-0.2,27.2,-13.5,10.4,-0.4
Cc1ccc(OCCSC2=NN2c2cc(C)nc(N)n2)cc1,0.6,14.1,0.8,-7.3,0.6,-2.1,8.8,6.1,-0.1
CC(=NCCc1ccccc1)c1c(O)n(C)c(=O)n(C)c1=O,0.1,12.0,x,16.3,0.7,-5.0,-6.1,10.2,1.7

# Part of the list above, showing only EP2 mod and 14-3-3 Bad inh.
SMILES | EP2 mod | 14-3-3 Bad inh
O=c1[nH]c(=S)[nH]c(O)c1N=Nc1ccc(S(=O)(=O)N2CCc3ccccc32)cc1 | -45.0 | -2.1
COc1cc(C2SCC(=O)Nc3c2c(=O)[nH]n3C2CCCCCC2)cc(OC)c1OC (configuration not stated) | 0.7 | 1.9

# More entries.
SMILES,14-3-3 Bad inh,NPY-Y1 PAM-ag,NPY-Y1 antag,EP2 mod,TRPML3 ag,PPC-1+TRAIL kill,CHOP inhibitor,PGE2 EP2 inh,zfTRPN1 agonist
CN1C(=O)C(=Cc2ccccc2OCc2ccccc2Cl)C(=O)N(C)C1=O,-0.8,-13.8,0.7,38.2,0.2,12.6,-0.9,12.6,-1.4
CCCC(C)C1(CC)C(=O)NC(=Nc2ccc(F)cc2)NC1=O (configuration not stated),-6.9,-0.9,-4.9,14.0,-0.1,-0.8,18.7,8.5,1.6
Cc1ccc2nc3c(cc2c1)CC1(C(=O)N(C)C(=O)N(C)C1=O)C1COCCN31 (configuration not stated),4.1,20.4,-1.1,1.2,0.3,24.4,-4.6,3.2,-0.7
COc1ccc(CN2CCN(C(=O)Cc3ccccc3)CC2)c(OC)c1,47.2,-6.5,-3.0,7.3,0.1,20.4,-2.8,6.1,0.6
CC1CCC(C(C)C)C(OP(N)(=O)c2ccccc2)C1 (configuration not stated),-0.6,1.3,0.1,19.0,-0.3,10.4,16.0,1.7,1.1
O=c1c2ccccc2nc(-c2ccco2)n1-c1cccnc1,8.9,11.1,-2.9,13.7,0.9,-6.2,42.9,10.8,-0.3
CCCCCCn1c(O)c(C=NCCCn2ccnc2)c(=O)[nH]c1=O,-2.9,-8.8,2.1,25.1,1.0,23.4,27.3,11.5,0.7
COc1ccc(N=Cc2c(O)n(CC3CCCO3)c(=O)[nH]c2=O)cc1 (configuration not stated),-3.1[fluorescence artefact?],17.2,-3.8,13.8,0.9,10.5,-13.8,-0.6,1.4
O=c1[nH]c(=O)n(Cc2ccc(F)cc2)c(O)c1C=NCCN1CCCCC1,3.9[fluorescence artefact?],-13.9,-1.8,-2.3,0.9,17.2,-1.0,6.8,0.6
CC(=NCCCN1CCOCC1)c1c(O)n(Cc2ccccc2)c(=O)[nH]c1=O,2.5[fluorescence artefact?],-23.7,-0.9,22.5,1.2,11.0,29.2,7.0,-0.5
COCCCNC(=O)c1c(NC(=O)c2ccccc2)n(Cc2ccccc2)c2nc3ccccc3nc12,x,3.9,4.0,x,0.2,x,x,6.5,-1.8
CCCC(C)n1[nH]c(=O)c2c1NC(=O)CSC2c1ccccc1 (configuration not stated),5.3,3.3,x,-17.1,-0.1,0.0,13.5,1.5,-0.4
OC(c1ccc(F)cc1)C(c1ccccc1)N1CCOCC1 (configuration not stated),14.3,24.3,0.2,16.4,0.4,22.4,5.8,12.1,-1.3
COc1ccc(C(=O)C(Cc2ccccc2)N(C)C)cc1 (configuration not stated),-12.7,-8.9,2.0,-4.5,0.0,-1.6,-22.0,2.1,-1.1
CCOP(=O)(OCC)C(O)c1ccc(OC)cc1 (configuration not stated),-3.0,2.8,x,6.7,1.2,0.8,7.0,3.8,2.4
CN1CCN(c2ccc([N+](=O)[O-])c(NCc3ccco3)c2)CC1,-30.9,7.0,-5.0,-19.4,0.3,19.8,-1.8,5.0,-0.7
COc1ccc(CCN)cc1OC,-0.9,x,x,13.8,x,17.9,-14.8,13.6,x
CCC12CN3CCN(CC(C3)C1O)C2 (configuration not stated),-8.4,-1.8,-0.5,10.6,0.2,1.0,19.5,2.0,-0.9
COC(=O)C(c1ccccc1)N1CCCCCC1 (configuration not stated),19.5,4.4,-3.1,35.8,0.5,11.8,27.2,6.4,-1.3
O=c1[nH]c(=O)n(Cc2ccccc2)c(O)c1/C=N/Nc1c(F)c(F)c(F)c(F)c1F,4.3,-7.2,x,-2.7,0.8,-2.8,23.8,9.0,0.3
O=C1NC(=O)N(c2ccccc2)C(=O)/C1=C/C=C/c1ccco1,0.6,13.8,x,-101.6,3.5,24.1,-14.9,46.5*,2.2
COc1ccc(CCNC2CCCCC2)cc1OC,-18.1,28.2,0.6,3.7,0.6,9.5,1.4,1.9,-0.2
COc1ccc(-n2cnc3cc(C(=O)N4CCC5(CC4)OCCO5)ccc32)cc1,6.1,7.5,2.6,-5.4,0.3,12.8,33.9,2.6,1.5
CCOC(=O)C1CCN(/C=C2/C(=O)NC(=S)N(c3cccc(OC)c3)C2=O)CC1,3.5,6.6,9.2,21.2,0.8,17.8,-5.9,5.2,1.4
O=C(Nc1ccccc1)c1cc([N+](=O)[O-])ccc1N1CCNCC1,-5.5,5.0,0.1,-11.5,1.0,25.2,12.2,3.9,0.2
CN(C)c1ccc(/C=C2\C(=O)NC(=O)N(Cc3ccc(F)cc3)C2=O)cc1,8.3,3.4,x,-25.2,1.1,25.3,31.3,9.7,2.8
Oc1c(Cl)cc(Cl)cc1CN1CCN(Cc2ccccc2)CC1,48.1,-33.9,0.1,8.2,1.2,7.4,66.2,9.9,0.3
CC(c1ccccc1)(c1ccccc1)c1ccncc1,-20.9,14.1,7.3,61.2*,-0.8,-6.3,34.4,0.9,-2.7

# Assay outcomes deposited in PubChem BioAssay by several laboratories.
